M5 ag = agonists of human muscarinic M5 receptor (CHRM5) | CHO-K1 hM5 cells, Fluo-8 calcium fluorescence; 0% DMSO wells, 100% maximal acetylcholine response | activation, % at 3 µM | hit rate 0.19% among 360,000 | P08912;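 active means activation above the run's mean over test compounds plus 3 SD, cut at about 23% in these data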;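 further: signal is peak over basal fluorescence ratio across the kinetic read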
CHRM5 PAM = positive allosteric modulators of human muscarinic M5 receptor. activation, % at 3 µM. P08912. hit rate 0.3% among 360,000. CHO-K1 hM5, Fluo-8 calcium, ACh EC20 PAM; 0% = ACh EC20, 100% = ACh EC100. AID 624038;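 active means activation above the run cutoff, the mean activation of all test compounds plus 3 SD, cut at about 18% in these data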
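Assay system: CHO-K1 hM5 cells. Also added: acetylcholine at EC20 concentration, added after compound. Dosing: 3 µM, single dose. Times: compound preincubation 140 s before EC20 acetylcholine addition. Signal: Fluo-8 calcium fluorescence. Measure: % activation relative to EC20 and EC100 ACh responses. Repeats: singlicate, one well per test compound.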
M4 antag = blocks acetylcholine activation of human M4 receptor. CHO-hM4 cells, ACh EC80, Fluo-8 calcium fluorescence. inhibition, % at 3 µM. hit rate 0.73% among 360,000. AID 624125;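 active means inhibition above its plate's cutoff, the mean inhibition of sample wells plus 3 SD, cut at about 27% in these data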;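 further: 0% = acetylcholine EC80 with DMSO and 100% = DMSO without agonist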
CHRM1 antagonist = antagonists of human M1 muscarinic receptor. inhibition, % at 3 µM. hit rate 1.3% among 360,000. AID 588852. CHO-K1 hM1, Fluo-8 calcium fluorescence, ACh EC80 antagonist. P11229;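 active means percent inhibition above its own plate's cutoff, namely the mean of that plate's compound wells plus 3 SD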;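 further: peak over basal fluorescence ratio during 140 s after agonist addition; 0% = ACh EC80 plus DMSO and 100% = DMSO alone without agonist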
Target sequence (P11229 whole entry, looked up): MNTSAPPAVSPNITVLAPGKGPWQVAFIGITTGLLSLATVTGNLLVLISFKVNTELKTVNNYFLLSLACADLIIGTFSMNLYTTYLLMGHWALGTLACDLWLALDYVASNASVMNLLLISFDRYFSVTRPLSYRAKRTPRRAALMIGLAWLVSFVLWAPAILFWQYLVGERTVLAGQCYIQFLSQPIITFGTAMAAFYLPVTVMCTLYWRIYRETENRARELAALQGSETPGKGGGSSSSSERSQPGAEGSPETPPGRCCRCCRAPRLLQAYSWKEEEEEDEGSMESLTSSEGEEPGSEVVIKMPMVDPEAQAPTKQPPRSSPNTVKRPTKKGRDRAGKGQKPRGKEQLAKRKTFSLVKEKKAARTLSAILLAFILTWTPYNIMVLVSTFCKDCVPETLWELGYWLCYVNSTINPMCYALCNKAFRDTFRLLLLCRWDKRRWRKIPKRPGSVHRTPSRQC
CHRM4 agonist = agonists of human muscarinic M4 receptor (CHRM4); P08173; CHO-K1 hM4/Gqi5, Fluo-8 calcium fluorescence; vehicle 0%, full acetylcholine response 100%; activation, % at 3 µM; hit rate 0.14% among 360,000; AID 624127;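 active means activation above the run mean over all test wells plus 3 SD, cut at about 32% in these data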;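 further: peak over basal fluorescence ratio per well then scaled between controls; 0% = DMSO wells and 100% = acetylcholine at EC100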
M5 antag = antagonists of human muscarinic M5 receptor (CHRM5); CHO-hM5 cells, Fluo-8 calcium fluorescence, ACh EC80; inhibition, % at 3 µM; hit rate 0.59% among 360,000;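 active means inhibition above a per-plate cutoff, the mean of that plate's test compounds plus 3 SD, cut at about 27% in these data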;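 further: 0% = acetylcholine EC80 with DMSO and 100% = DMSO without agonist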
M1 PAM = positive allosteric modulators of human M1 muscarinic receptor; P11229; CHO-K1 hM1, Fluo-8 calcium fluorescence, ACh EC20; 0% = ACh EC20, 100% = maximal ACh; activation, % at 3 µM; hit rate 0.088% among 360,000; in the data active means activation above about 19%, passing the limit was not always enough
M4 PAM = CHRM4 positive allosteric modulation; hit rate 0.4% among 360,000; activation, % at 3 µM; CHO-K1 hM4/Gqi5, Fluo-8 calcium fluorescence, ACh EC20; 0% = ACh EC20, 100% = maximal ACh;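 active means activation above its plate's cutoff, the mean activation of sample wells plus 3 SD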; further: some results filed as inactive read as strong as hits
CRFBP-R2 agonist = CRF-BP/CRF-R2 complex agonism; activation, % at 13.2 µM; hit rate 0.46% among 350,000; HEK293 CRF-R2/CRF-BP, calcium dye fluorescence (FLIPR); percent of saturating CRF peptide response;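 active means activation of at least 50%, plus an integration ratio under a set limit after plate pattern correction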;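 further: plate controls were neutral control wells without compound for no effect and CRF at EC100 for full effect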
Starred values were filed as active, the others as inactive; x = not tested or not shown.

nr | smiles | CRFBP-R2 agonist | M1 PAM | M4 antag | CHRM4 agonist | M5 antag | M4 PAM | CHRM1 antagonist | CHRM5 PAM | M5 ag
1 | Cc1ccc(C)n1-c1ccc(C(=O)Nc2ccccc2F)cc1 | 0.1 | 2.8 | 5.3 | 0.7 | 5.1 | -6.6 | -10.7 | -3.2 | -3.9
2 | Fc1ccc(-n2ncc3c(SCc4cccnc4)ncnc32)cc1 | -1.0 | -3.6 | 1.5 | 1.5 | 5.7 | -2.6 | 9.4 | 1.9 | 2.6
3 | C/C(=N/Oc1nc(C)cc(C)n1)c1ccccc1 | -0.6 | 4.5 | 4.4 | 0.5 | -0.7 | 5.8 | -7.5 | -4.8 | -4.4
4 | CCn1c(C)c2c([n+]1CC)CC(C)(C)CC2=O | -2.8 | 9.0 | 7.7 | 0.7 | -0.5 | 7.1 | -10.3 | 2.6 | -1.4
5 | CN(C)CCN(C)C1CN(Cc2ccc(F)cc2)S(=O)(=O)C1 (stereo not given) | x | 6.4 | -12.9 | 1.6 | 0.0 | 4.0 | -6.6 | 0.3 | -3.2
6 | O=C(CN1CCCCCC1)Nc1cc(C(F)(F)F)ccc1Cl | 2.4 | 1.8 | -12.4 | -1.1 | -10.0 | 4.7 | 5.6 | 12.6 | -3.7
7 | COc1ccc(-c2cccc(NS(=O)(=O)c3cccc([N+](=O)[O-])c3)c2)nn1 | 6.8 | 1.2 | -11.2 | 6.0 | -0.7 | -4.2 | -0.6 | -2.0 | -3.5
8 | Cc1ccc(-c2cc(C(=O)NCCCN3CCOCC3)c3ccc(Cl)c(C)c3n2)cc1 | 0.8 | 8.4 | 3.1 | 5.0 | -0.2 | 6.8 | 1.3 | 5.5 | -3.2
9 | Cc1cc([N+](=O)[O-])cc(C)c1OCC(=O)N/N=C/c1ccc(OC(=O)c2ccccc2Br)cc1 | -1.4 | 11.4 | 3.1 | -0.3 | -2.3 | -1.1 | 7.2 | -3.1 | -2.4
10 | CC(C)(C)OC(=O)N1CCCC(C(=O)Nc2cccc(C(=O)N3CCCCC3)c2)C1 (stereo not given) | -0.7 | 2.9 | -21.2 | 1.6 | -3.9 | 8.6 | -7.9 | -3.6 | 0.4
11 | CC(C)(C)OC(=O)N1CCC(Cc2cc(-c3cccnc3)no2)(C(=O)O)CC1 | 0.3 | 1.8 | -0.7 | 2.0 | 14.9 | 1.5 | -2.3 | -17.6 | 3.4
12 | O=C(NC1CCOC1)c1ccc(OC2CCN(CCc3ccccc3)CC2)cc1 (stereo not given) | 12.9 | -7.5 | 13.1 | 0.9 | 4.1 | -22.2 | 10.7 | -6.0 | -15.0

6 entries from above, arranged by their value in CRFBP-R2 agonist, high to low.
nr | smiles | CRFBP-R2 agonist | M1 PAM | M4 antag | CHRM4 agonist | M5 antag | M4 PAM | CHRM1 antagonist | CHRM5 PAM | M5 ag
6 | O=C(CN1CCCCCC1)Nc1cc(C(F)(F)F)ccc1Cl | 2.4 | 1.8 | -12.4 | -1.1 | -10.0 | 4.7 | 5.6 | 12.6 | -3.7
8 | Cc1ccc(-c2cc(C(=O)NCCCN3CCOCC3)c3ccc(Cl)c(C)c3n2)cc1 | 0.8 | 8.4 | 3.1 | 5.0 | -0.2 | 6.8 | 1.3 | 5.5 | -3.2
11 | CC(C)(C)OC(=O)N1CCC(Cc2cc(-c3cccnc3)no2)(C(=O)O)CC1 | 0.3 | 1.8 | -0.7 | 2.0 | 14.9 | 1.5 | -2.3 | -17.6 | 3.4
1 | Cc1ccc(C)n1-c1ccc(C(=O)Nc2ccccc2F)cc1 | 0.1 | 2.8 | 5.3 | 0.7 | 5.1 | -6.6 | -10.7 | -3.2 | -3.9
10 | CC(C)(C)OC(=O)N1CCCC(C(=O)Nc2cccc(C(=O)N3CCCCC3)c2)C1 (stereo not given) | -0.7 | 2.9 | -21.2 | 1.6 | -3.9 | 8.6 | -7.9 | -3.6 | 0.4
9 | Cc1cc([N+](=O)[O-])cc(C)c1OCC(=O)N/N=C/c1ccc(OC(=O)c2ccccc2Br)cc1 | -1.4 | 11.4 | 3.1 | -0.3 | -2.3 | -1.1 | 7.2 | -3.1 | -2.4

New compounds follow.
nr | smiles | CRFBP-R2 agonist | M1 PAM | M4 antag | CHRM4 agonist | M5 antag | M4 PAM | CHRM1 antagonist | CHRM5 PAM | M5 ag
13 | N#C/C(=N\Nc1ccc([N+](=O)[O-])cc1)C(=N)N1CCOCC1 | -0.4 | 2.5 | -2.2 | 1.5 | 10.2 | -7.4 | -1.3 | -3.8 | -0.9
14 | CCC(C)NC(=O)C1c2ccccc2C(=O)N1Cc1ccccc1 (stereo not given) | -1.3 | 5.1 | -3.8 | 0.9 | 3.6 | -1.0 | -6.5 | 3.1 | -1.4
15 | CCCOc1ccc(C2c3c(oc4ccccc4c3=O)C(=O)N2CCCN2CCOCC2)cc1 (stereo not given) | -0.3 | -1.1 | -3.1 | 0.2 | 5.6 | 15.8 | 0.3 | -3.0 | -1.8
16 | COc1cccc(/C=N/Nc2ncnc3c2ncn3Cc2ccccc2)c1O | -4.1 | 8.4 | 3.8 | 3.0 | 2.4 | 1.4 | -14.8 | -4.4 | -1.5
17 | COc1ccc(-n2c(N)c(Br)c(=O)[nH]c2=O)cc1 | -0.8 | 0.1 | 9.6 | 0.7 | -1.1 | -1.1 | -7.8 | -1.2 | 2.4
18 | Clc1ccccc1OCCN1CCCCC1 | 0.9 | -0.2 | -3.0 | 1.3 | -0.6 | 3.0 | 2.3 | -1.9 | -6.6
19 | CCCNc1nc(-c2cc(-c3ccc(Cl)cc3)on2)cc(C(C)C)n1 | 3.8 | 12.0 | -4.0 | 0.9 | 4.3 | 15.2 | -15.5 | 3.1 | 3.2
20 | COc1ccc(-n2ncc3c(NCCCN4CCOCC4)ncnc32)cc1 | -1.8 | 4.4 | -8.1 | 1.7 | -7.8 | -2.5 | -13.7 | 4.4 | -2.4
21 | COc1ccccc1CNC(=O)CSc1nc2c(oc3ccccc32)c(=O)n1CC1CCCO1 (stereo not given) | -0.9 | 3.9 | 2.8 | 0.1 | 3.3 | 7.9 | -2.7 | -1.4 | 1.2
22 | C=CCn1cccc(C(=O)Nc2ccc(OC)cc2OC)c1=O | -1.4 | 2.5 | -3.5 | 4.3 | 9.4 | 3.4 | -5.2 | -5.3 | -2.7
23 | CCOC(=O)c1ccccc1NC(=O)CSc1nc2ccccc2c(=O)n1CCCN1CCOCC1 | -3.2 | 2.3 | -11.3 | 3.4 | 12.4 | 2.1 | -8.8 | 6.3 | -2.2
24 | CC1CCc2sc3ncnc(N4CCN(C)CC4)c3c2C1 (stereo not given) | -0.1 | -1.1 | -7.8 | 0.1 | -1.0 | -2.3 | -20.9 | -3.3 | -26.9

Following part.
nr | smiles | CRFBP-R2 agonist | M1 PAM | M4 antag | CHRM4 agonist | M5 antag | M4 PAM | CHRM1 antagonist | CHRM5 PAM | M5 ag
25 | COc1ccccc1CNC(=O)c1cccnc1 | 1.0 | 13.4 | 3.9 | 0.2 | 11.5 | -0.6 | -15.4 | -4.2 | 0.8
26 | O=C(Nc1cccc(Cl)c1)N(Cc1nc2ccccc2c(=O)[nH]1)C1CCCC1 | 0.6 | -8.0 | -1.1 | 5.3 | 3.7 | -1.4 | 13.7 | -18.6 | -2.3
27 | CC(=O)Nc1ccc(S(=O)(=O)N2CCN(C(=O)Cc3ccccc3)CC2)cc1 | -3.2 | 7.6 | 10.1 | 1.0 | -4.5 | -4.1 | -9.4 | 1.0 | 1.4
28 | O=C(NCc1ccc2c(c1)OCO2)c1ccc(Br)cc1 | -4.1 | 8.0 | -8.6 | 0.7 | 5.8 | 3.0 | -8.5 | -1.6 | -1.4
29 | COc1ccc(NS(=O)(=O)c2cccs2)cc1S(=O)(=O)N1CCCCC1 | 0.0 | 2.8 | 5.2 | 1.3 | 11.2 | -3.4 | -7.1 | -3.5 | 2.6
30 | O=C(NCc1cccnc1)Nc1cccc(Cl)c1 | -2.0 | 7.6 | -8.0 | 1.4 | 9.5 | -2.0 | -20.8 | -3.3 | -4.4
31 | Cc1ccc(C(C)C)c(OCC(=O)c2c(O)c3ccccc3oc2=O)c1 | 0.6 | -4.4 | -10.4 | 1.1 | 3.4 | 13.2 | 12.4 | -2.5 | 2.9
